Screens deposited in PubChem BioAssay by several laboratories.
KOR beta-arrestin-1: KOR agonists, beta-arrestin recruitment, primary screen, cell-based, luminescence, uHTS (AID 1777) | KOR beta-arrestin recruitment, luminescence; higher % means a stronger effect | activation, % at 10 µM; hits with a dose series show EC50 in µM | hit rate 0.02% among 280,000; in the data active = activation above about 50%, passing the limit was not always enough; note: a part of the inactive calls stands beside numbers as strong as those of hits
NTR1 agonist: NTR1-driven beta-arrestin-GFP spot formation – imaging, U2OS cells, high content, primary screen (AID 493036); P30989; agonist mode; hit rate 0.17% among 330,000; activation, % at 20 µM;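 active = activation at or above 40% of the spot to cytoplasm intensity ratio, with at least 20 cells analyzed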;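 note: 0% = DMSO without peptide and 100% = 100 nM NTR1 peptide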
Target sequence (P30989 whole entry, looked up): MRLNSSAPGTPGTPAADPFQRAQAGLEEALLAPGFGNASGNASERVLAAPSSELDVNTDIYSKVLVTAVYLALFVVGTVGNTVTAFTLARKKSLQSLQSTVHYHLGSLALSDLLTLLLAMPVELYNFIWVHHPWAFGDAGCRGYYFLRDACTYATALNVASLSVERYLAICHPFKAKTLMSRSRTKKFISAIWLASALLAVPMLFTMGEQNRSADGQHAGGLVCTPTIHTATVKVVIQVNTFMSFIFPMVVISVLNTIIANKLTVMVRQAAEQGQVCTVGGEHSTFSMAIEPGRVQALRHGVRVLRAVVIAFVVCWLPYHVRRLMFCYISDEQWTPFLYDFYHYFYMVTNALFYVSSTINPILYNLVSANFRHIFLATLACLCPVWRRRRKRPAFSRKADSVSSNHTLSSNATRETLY
GPR55 activation: GPR55 agonists via beta-arrestin recruitment, primary screen, imaging, U2OS cells, beta-arrestin-GFP redistribution (AID 1961). one-dose activation, % at 10 µM; EC50 in µM for titrated hits. U2OS GPR55 beta-arrestin-GFP redistribution imaging; higher % means a stronger effect. hit rate 0.048% among 290,000;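 active = activation above 40% with more than 50 cells counted in the well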;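 note: U2OS osteosarcoma cells stably expressing GPR55 and beta-arrestin-GFP; plate controls were DMSO negative control for no effect and LPI positive control for full effect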
Salmonella PhoP GFP: inhibitors of PhoP regulon expression, primary screen, Salmonella Typhimurium, GFP reporter (AID 1863); S. Typhimurium PhoP-regulated promoter GFP reporter, 4 h; higher % means a stronger effect; one-dose inhibition, % at 50 µM; IC50 in µM for titrated hits; hit rate 0.16% among 300,000;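 active = inhibition over 29.93%, a cutoff 3 SD above the screen mean, later confirmed by dose response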;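 note: 0% = low Mg2+ inducing control and 100% = high Mg2+ repressing control; strong numbers were not always called active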
T cell HTS: modulates CD8 T cell binding to vesicles | 2C CD8+ T cell-vesicle binding, flow cytometry; stronger effect = lower value | calls only at 7 µM | hit rate 0.068% among 330,000;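 active = response, share of CD8 T cells binding vesicles, and their 90th percentile fluorescence all below set limits, cut at about 80% in these data, passing the limit was not always enough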
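Assay system – 2C mouse CD8+ T cells · Also added – QL9-loaded Drosophila micro-vesicles · Timing – Cell–vesicle co-incubation 1.5 h at 37 °C, staining 20 min on ice · Signal – flow cytometry of vesicle-bound cells · Measure – percent CD8+ FL2 mean versus row control · Controls – Peptide-free naked vesicles (low) and QL9 vesicles with 0.7% DMSO vehicle (high)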
GPR55 LPI antagonism: inhibition of LPI-stimulated GPR55 beta-arrestin translocation – imaging, U2OS, beta-arrestin-GFP, LPI agonist, primary screen (AID 2013); inhibition, % at 10 µM; hits with a dose series show IC50 in µM; U2OS GPR55 beta-arrestin-GFP translocation imaging, LPI antagonism; higher % means a stronger effect; hit rate 0.13% among 290,000;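 active = spots per cell inhibited over 60%, with over 100 cells counted and total cytoplasm intensity under 500,000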;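 note: U2OS cells stably carrying GPR55 and arrestin-GFP stimulated by 5 µM LPI near EC80; imaged beta-arrestin-GFP aggregate spots per cell after agonist stimulation; plate controls were LPI-stimulated DMSO wells for no effect and DMSO wells without LPI for full effect; some results filed as inactive read as strong as hits; confirmed hits need IC50 under 10 µM and bright autofluorescent wells are also inconclusive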
West Nile virus CPE: inhibition of WNV-induced cytopathic effect – cell-based, CPE readout (AID 1621); West Nile virus-infected cells, CPE inhibition; higher % means a stronger effect; one-dose CPE inhibition, % at 10 µM; IC50 in µM for titrated hits; hit rate 0.02% among 290,000; in the data active = a potency from the dose series; note: strong numbers were not always called active
GPR35 antagonists: inhibition of zaprinast-stimulated GPR35 beta-arrestin translocation – imaging, U2OS, beta-arrestin-GFP, zaprinast agonist, primary screen (AID 2058); U2OS GPR35 beta-arrestin-GFP translocation imaging, zaprinast antagonism; higher % means a stronger effect; inhibition, % at 10 µM; hits with a dose series show IC50 in µM; hit rate 0.052% among 290,000;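 active = inhibition of at least 50% with at least 30 cells and total cytoplasm GFP at most 10,000,000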
KOR beta-arrestin-2: KOR antagonists, beta-arrestin recruitment, cell-based, luminescence, uHTS (AID 1778). KOR beta-arrestin recruitment, luminescence, antagonist mode; higher % means a stronger effect. one-dose inhibition, % at 10 µM; IC50 in µM for titrated hits. hit rate 0.091% among 290,000; in the data active = inhibition above about 50%; note: strong numbers were not always called active
T cell HTS vesicle-bound %: also measured in T cell HTS; calls as there; double positive events, %; measured here: CD8+ vesicle-bound cell fraction;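 binding gate set so that unloaded-vesicle control wells show 10% double positive cells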
NTR1 agonist cell count 20 µM: further read-out of NTR1 agonist, marked with its call; cell count; measured here: cell count, cytotoxicity flag
The depositor's hits bear a star; i = inactive; / = not tested or not shown; [ ] = dose if it differs, or a comment.

Second line of a record: KOR beta-arrestin-1	NTR1 agonist	NTR1 agonist cell count 20 µM	GPR55 activation	Salmonella PhoP GFP	T cell HTS	T cell HTS vesicle-bound %	GPR55 LPI antagonism	West Nile virus CPE	GPR35 antagonists	KOR beta-arrestin-2
Cc1ccc2[nH]c3c(c2c1)CN(C(=O)CN1c2ccc(F)cc2CCC1C)CC3 (centres undefined)
→ -0.6%	9.2	65	0.2%	-5%	i	27	6%	-0.4%	12%	3%
CC(C)(C)OC(=O)NCCCC(CCCNC(=O)OC(C)(C)C)C(=O)O
→ 0.6%	-1.6	34	-0.2%	0%	i	3	-5%	0.2%	14%	-15%
CC(=O)c1c(COC(=O)c2ccccc2)nc2ccccc2[n+]1[O-]
→ -9.0%	1.3	76	-0.1%	2%	i	26	11%	0.3%	0%	-24%
Cc1cc(S(=O)(=O)NCC(C)C)ccc1OCC(=O)NCc1ccco1
→ -1.4%	-0.1	53	-0.1%	2%	i	24	-3%	-0.1%	-15%	-1%
O=C(Nc1ccc(N2CCN(C(=O)c3ccccc3)CC2)c(Cl)c1)c1cccnc1
→ /	4.9	75	0.3%	10%	i	18	1%	0.1%	-9%	-2%
COc1ccc2c(c1)c(=O)oc1cc3oc(C)c(C)c3cc12
→ -7.1%	/	/	-0.1%	11%	/	/	19%	/	3%	4%
Cc1cccc(C)c1OCC(C)N (centres undefined)
→ 1.0%	1.0	54	-0.1%	2%	i	29	-10%	0.0%	9%	3%
COc1ccc(/C=C/c2nnc(NC(=O)COc3ccc(C)cc3)s2)cc1
→ -4.2%	0.4	41	-0.2%	-2%	i	43	9%	-0.5%	5%	0%
CN(C)c1nc(N)ncc1-c1ccc(Oc2ccccc2)cc1
→ -1.6%	-0.5	88	0.0%	-2%	i	58	-5%	-0.8%	2%	8%
CCc1ccc(NC(=O)Cn2nnc(C(=O)NCc3cccs3)c2N)cc1
→ 2.3%	0.9	83	-0.3%	4%	i	62	9%	0.4%	11%	4%
COc1ccc(CN(Cc2cccn2C)S(=O)(=O)c2ccccc2)cc1
→ 5.4%	1.1	46	-0.2%	-10%	i	24	-1%	-0.2%	2%	-10%
Cc1ccn(CCSCC(=O)O)n1
→ -3.2%	2.2	88	0.8%	14%	i	13	-4%	0.5%	-9%	28%
C=CCSc1nc2c(c(=O)[nH]c(=O)n2C)n1C/C=C(/C)Cl
→ 2.7%	3.5	43	-0.1%	2%	i	55	-2%	-0.2%	5%	-30%
O=C(CN(C(=O)CNS(=O)(=O)c1ccccc1)c1ccc(F)cc1)NCc1ccco1
→ 4.7%	-0.1	57	0.3%	3%	i	23	-11%	-0.7%	3%	-42%
CC(C)c1ccc(-c2c(NCCc3ccccc3)c(=O)c2=O)cc1
→ 1.4%	-1.2	79	0.2%	-10%	i	16	5%	-1.0%	9%	8%
CCOc1ccc(NC(=O)C2CCCN(c3c(CC)c(C)nc4ncnn34)C2)cc1 (centres undefined)
→ 6.6%	-0.9	47	0.7%	6%	i	17	-3%	-1.2%	-4%	-45%
CC1=NN(c2nc(-c3ccccc3)cs2)C(=O)C1
→ 4.0%	1.3	75	0.3%	0%	i	35	10%	-0.3%	-2%	-35%
COc1ccccc1C(=O)Nc1cccc(SC)c1
→ -0.2%	-1.8	90	-0.1%	1%	i	27	2%	0.5%	-4%	0%
CN(C)CCCNc1ncnc2scc(-c3ccccc3)c12
→ -6.2%	0.8	53	-0.3%	-1%	i	48	2%	1.1%	-1%	-11%
Cc1c(N2C(=O)CSC2c2ccco2)c(=O)n(-c2ccccc2)n1C (centres undefined)
→ -0.9%	1.6	66	-0.1%	-3%	i	28	-1%	0.3%	-6%	4%
CCOc1ccccc1NC(=O)Nc1ccc(Cl)cc1
→ 5.4%	1.0	50	0.1%	-12%	i	31	6%	-1.1%	21%	-55%
Cc1cccc(C(=O)N/N=C/C(C)Cc2ccc3c(c2)OCO3)c1 (centres undefined)
→ 5.9%	-0.9	58	0.3%	2%	i	8	4%	-0.9%	6%	6%
COc1cccc(-c2coc3cc4oc(=O)c(CCC(=O)O)c(C)c4cc23)c1
→ 0.0%	1.4	68	1.1%	4%	i	25	-4%	0.0%	7%	11%
CCOC(=O)C1CCN(c2c(NCCC(C)C)c(=O)c2=O)CC1
→ 3.4%	-1.2	62	0.1%	-4%	i	17	12%	-0.3%	3%	15%
COc1ccc(OCCN2C(=O)c3cccc(N)c3C2=O)cc1
→ -2.1%	1.0	38	0.4%	-1%	i	26	-1%	0.0%	-12%	-5%
Cc1cccc(C)c1NC(=O)C1=C(O)c2ccccc2N(C)S1(=O)=O
→ 5.6%	-2.2	80	0.1%	15%	i	24	6%	0.8%	5%	-13%
CC(C)(C)c1ccc(C(=O)N/C(=C\c2cccc([N+](=O)[O-])c2)C(=O)Nc2cccc(C(=O)O)c2)cc1
→ -4.6%	0.0	53	-0.1%	-4%	i	65	-7%	-0.3%	3%	-5%
CCn1c2ccccc2c2cc(CN3CCN(S(=O)(=O)CC)CC3)ccc21
→ -2.4%	5.6	42	-0.2%	1%	i	41	-13%	-1.1%	22%	40%
O=[N+]([O-])C(=C1Nc2ccccc2N1)C(Cl)=C(Cl)Cl
→ 6.3%	-1.2	37	0.1%	-2%	i	8	-10%	0.2%	9%	-28%
CC(C)(C)c1cc(NC(=O)Nc2ccccc2OC(F)(F)F)no1
→ -1.9%	8.7	53	-0.1%	7%	i	58	3%	-0.9%	-2%	-11%

Second line of a record: KOR beta-arrestin-1	NTR1 agonist	NTR1 agonist cell count 20 µM	GPR55 activation	Salmonella PhoP GFP	T cell HTS	T cell HTS vesicle-bound %	GPR55 LPI antagonism	West Nile virus CPE	GPR35 antagonists	KOR beta-arrestin-2
COc1ccccc1Cc1nc(-c2ccc(C)cc2)no1
→ 2.1%	0.9	89	-0.1%	7%	i	8	-12%	-0.1%	-2%	-23%
O=C(COc1ccccc1[N+](=O)[O-])N(Cc1ccco1)C1CCS(=O)(=O)C1 (centres undefined)
→ -5.0%	-0.1	65	-0.1%	-10%	i	9	10%	0.1%	-2%	1%
Cn1c(C(=O)N2CCN(c3ncccn3)CC2)cc2c(=O)n(C)c3ccccc3c21
→ 10%	-1.6	43	-0.2%	10%	/	/	2%	1.1%	-12%	-3%
Cc1cc(NC(=O)COC(=O)c2ccco2)no1
→ -0.1%	6.1	42	-0.1%	3%	i	56	2%	0.7%	-5%	-6%[20 µM]
CC(=O)c1c(C(=O)O)[nH]c(C(=O)O)c1C
→ -2.0%	0.1	56	0.5%	0%	i	30	18%	0.8%	7%	1%
COCCNC(=O)CNC(=S)N(CCCN1CCOCC1)Cc1cccs1
→ -0.2%	1.6	47	-0.4%	0%	i	45	2%	0.6%	-9%	20%
O=C(CNC(=O)c1ccccc1)OC1CCCCC1
→ -2.9%	-1.1	76	-0.2%	10%	i	51	1%	-0.1%	22%	18%
Cn1nnnc1SCc1csc(Nc2ccccc2)n1
→ -3.6%	1.0	25	0.3%	-6%	i	26	5%	0.4%	4%	21%
COCCCNC(=S)NNC(=O)c1ccc2c(c1)OCO2
→ -0.3%	-1.0	39	0.0%	-2%	i	36	-28%	0.3%	16%	5%
O=C1c2ccccc2C(=O)C1c1ccc(Br)cc1
→ -3.4%	0.0	46	0.0%	-3%	i	27	8%	-0.7%	-2%	-6%
CCOC(=O)C1(CCCc2ccccc2)CCN(CC(O)CO)CC1 (centres undefined)
→ 0.7%	-1.4	100	0.6%	-8%	i	60	3%	-0.3%	3%	-42%
CC(C)(C)NC(=O)c1ccc(COc2ccccc2Br)o1
→ 2.9%	-0.8	35	-0.3%	0%	i	45	5%	-0.6%	-6%	-8%
Cc1ccc([N+](=O)[O-])cc1NC1CC(O)C(CO)O1 (centres undefined)
→ 5.0%	0.8	66	0.2%	15%	i	44	9%	-0.2%	9%	44%
O=C(CSCSCC(=O)NCC1CCCO1)NCC1CCCO1 (centres undefined)
→ 0.5%	-0.9	65	-0.2%	2%	i	13	-9%	0.0%	17%	-33%
CCOC(=O)Cc1csc(NC(=O)CCCCCN2C(=O)c3ccccc3C2=O)n1
→ -2.8%	4.7	45	-0.2%	8%	i	10	0%	-0.3%	8%	-9%
CC(=O)c1ccc(NC(=O)C(C)Sc2nnc(C3CCCCC3)o2)cc1 (centres undefined)
→ 1.9%	2.3	45	0.0%	9%	i	33	1%	-0.4%	19%	-23%
CSc1ccccc1NC(=O)c1ccc(N2CC3CC(C2)c2cccc(=O)n2C3)c(NC(=O)c2cccnc2)c1 (centres undefined)
→ 0.0%	-0.1	64	-0.3%	0%	i	12	9%	0.3%	0%	-4%
O=C(C1CC(c2ccc(F)cc2)=NO1)N1CCCc2ccccc21 (centres undefined)
→ -1.6%	-2.1	95	0.3%	4%	i	37	-7%	-0.3%	-10%	-16%
CC(C)Nc1nc(Oc2ccc(=O)n(-c3ccccc3)n2)nc(N(C)C)n1
→ 0.0%	0.6	46	-0.3%	-3%	i	19	2%	-0.3%	-3%	7%
Cc1ccc(-c2nn(CC(=O)NCc3ccccn3)c(=O)c3ccccc23)cc1S(=O)(=O)N(C)C
→ -0.3%	0.6	63	-0.4%	0%	i	50	-16%	0.2%	3%	-6%
CCc1ccc(N/C(SC)=C(/C#N)C(N)=O)cc1
→ 4.9%	0.3	60	0.3%	12%	i	11	-3%	-0.2%	-2%	4%
O=C(NC1CCN(Cc2ccccc2)CC1)C1CCN(S(=O)(=O)c2ccc(Cl)cc2)CC1
→ -2.3%	2.2	47	1.2%	5%	i	52	-8%	-0.9%	-1%	34%
Cn1c(N)c(C(=O)c2ccc(C#N)cc2)c(=O)n(C)c1=O
→ 5.4%	-1.3	46	-0.1%	-8%	i	13	-1%	0.3%	6%	19%
COc1ccc(C(=O)N2CCN(CCc3ccccc3)CC2)cc1[N+](=O)[O-]
→ 5.1%	0.6	62	-0.1%	-3%	i	68	-21%	-1.2%	5%	-20%
O=C(NC1CCN(C(=O)c2cccc([N+](=O)[O-])c2)CC1)c1ccccc1
→ -0.9%	0.5	90	-0.1%	-8%	i	29	5%	0.0%	-6%	29%
CCOC(=O)CC1C(=O)NCCN1S(=O)(=O)c1ccc(C)cc1 (centres undefined)
→ -1.9%	1.3	27	0.1%	3%	i	31	7%	0.3%	-6%	-26%
